Screens deposited in PubChem by several laboratories.
MsrA inh: bovine MsrA enzyme inhibitors, primary screen, biochemical, absorbance, HTS; Methionine sulfoxide reductase A (Bos taurus); purified bovine MsrA, absorbance read-out; inhibition, % at 15.5 µM; 360,000 compounds, 0.75% hits; in the data active = inhibition above about 4.5%;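 note: 0% = vehicle wells with enzyme and 100% = reference inhibitor wells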
eLon inh: inhibitors of E. coli Lon protease, primary screen, biochemical, fluorescence polarization; P0A9M0; purified E. coli Lon protease; inhibition, % at 7.94 µM; 360,000 compounds, 0.42% hits; AID 602123, 2011; in the data active = inhibition above about 13%, passing the limit was not always enough;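 note: 0% = enzyme with probe and DMSO and 100% = no enzyme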
Target sequence (P0A9M0 whole entry, looked up): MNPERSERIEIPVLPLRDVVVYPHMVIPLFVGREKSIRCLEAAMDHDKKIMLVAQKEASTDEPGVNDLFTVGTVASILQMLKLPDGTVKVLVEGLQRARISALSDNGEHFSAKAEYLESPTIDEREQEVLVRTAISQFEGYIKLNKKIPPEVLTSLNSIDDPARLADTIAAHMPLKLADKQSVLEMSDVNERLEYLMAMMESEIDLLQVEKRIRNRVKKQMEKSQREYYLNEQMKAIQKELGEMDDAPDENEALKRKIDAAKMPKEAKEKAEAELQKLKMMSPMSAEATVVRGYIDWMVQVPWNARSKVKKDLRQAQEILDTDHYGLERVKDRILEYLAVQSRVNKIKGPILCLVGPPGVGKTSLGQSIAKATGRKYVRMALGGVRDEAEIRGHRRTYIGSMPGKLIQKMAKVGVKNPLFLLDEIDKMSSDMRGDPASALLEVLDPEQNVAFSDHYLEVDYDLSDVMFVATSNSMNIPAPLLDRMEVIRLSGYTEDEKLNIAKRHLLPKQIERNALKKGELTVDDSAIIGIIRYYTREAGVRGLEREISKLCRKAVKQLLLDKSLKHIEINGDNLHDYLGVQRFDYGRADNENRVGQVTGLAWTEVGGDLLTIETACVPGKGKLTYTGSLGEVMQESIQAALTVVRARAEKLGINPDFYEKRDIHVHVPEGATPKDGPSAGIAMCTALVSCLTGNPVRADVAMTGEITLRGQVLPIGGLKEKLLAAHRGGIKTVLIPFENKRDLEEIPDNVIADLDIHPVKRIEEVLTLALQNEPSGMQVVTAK
MT1-MMP act inh: blockers of MT1-MMP proenzyme processing, primary screen, HT1080 RFP-PRO-GFP cells, GFP/RFP fluorescence. GFP/RFP ratio fluorescence, overnight; percent of plate control window, DMSO zero. GFP/RFP ratio change, % at 20 µM. 360,000 compounds, 0.061% hits. AID 651647, 2012;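 active = GFP/RFP ratio change of at least 30% with cell ATP level not reduced by more than half and red fluorescence within 50% of control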; note: strong numbers were not always called active
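Compound: 20 µM single dose, 1% DMSO / System: HT1080 RFP-PRO-GFP cells / Controls: DMSO and RFP-L50D-GFP cell wells / Read-out basis: GFP/RFP fluorescence ratio / Schedule: overnight compound exposure at 37 °C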
Rin1 Abl inh: inhibitors of Rin1-Abl protein binding, primary screen, biochemical, TR-FRET; 360,000 compounds, 0.4% hits; Tyrosine-protein kinase ABL1 (Homo sapiens) + Ras and Rab interactor 1 (Homo sapiens), …; inhibition, % at 7.35 µM; in the data active = inhibition above about 5%, passing the limit was not always enough
CSN inh: inhibitors of CSN-mediated cullin deneddylation, primary screen, biochemical, fluorescence polarization, uHTS. COP9 signalosome complex subunit 5 (Homo sapiens), Q92905. Purified CSN, SCF-Nedd8-OG deneddylation. inhibition, % at 12.5 µM. 360,000 compounds, 0.38% hits;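 active = pattern-corrected inhibition above about 35%, with an unprinted fluorescence ratio check between 0.5 and 1.5, limit read from the data, passing the limit was not always enough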;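 note: 0% = enzyme with substrate and 100% = substrate without enzyme; some results filed as inactive read as strong as hits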
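Assay system: purified human Csn5 enzyme expressed in HEK293T cells; measure: % inhibition; also added: SCFSkp2-Nedd8OG substrate at 10 nM final; technique: fluorescence polarization; times: reaction 90 min, room temperature; medium: Tris buffer pH 7.5, NaCl, DTT, Tween-20, trehalose, ovalbumin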
FAS-TE inh: FAS thioesterase domain inhibitors, primary screen, biochemical, fluorescence intensity, uHTS. Fatty acid synthase (Homo sapiens), P49327. recombinant FAS-TE, OMFH fluorogenic substrate, fluorescence endpoint. inhibition, % at 15 µM. 360,000 compounds, 0.67% hits. AID 602261, 2012;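 active = compounds whose normalised, plate-corrected inhibition of enzyme fluorescence in the single-dose primary screen is 50% or more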;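 note: 0% = DMSO with enzyme and 100% = substrate without enzyme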
PABP1 MLLE inh: inhibitors of PABP1 MLLE–PAM2 peptide binding, primary screen, biochemical, fluorescence polarization, FITC-PAM2, GST-MLLE; Polyadenylate-binding protein 1 (Homo sapiens), P11940; 360,000 compounds, 0.36% hits; inhibition, % at 20 µM; in the data active = inhibition above about 35%, passing the limit was not always enough;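 note: plate controls were DMSO wells with GST-MLLE for no effect and wells lacking GST-MLLE protein for full effect; some results filed as inactive read as strong as hits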
Rpn11 inh: Rpn11 (PSMD14) deubiquitinase inhibitors, primary screen, biochemical, fluorescence polarization, uHTS; human 26S proteasome, Ub4-pepOG fluorescence polarization; 20S core pre-blocked with epoxomicin; calls only at 20 µM; AID 588493, 2011; 360,000 compounds, 0.59% hits; 26S proteasome non-ATPase regulatory subunit 14 (Homo sapiens), O00487;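 active = inhibition at 20 µM, scaled to each plate's controls, above about 33%, limit read from the data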
Target sequence (O00487 whole entry, looked up): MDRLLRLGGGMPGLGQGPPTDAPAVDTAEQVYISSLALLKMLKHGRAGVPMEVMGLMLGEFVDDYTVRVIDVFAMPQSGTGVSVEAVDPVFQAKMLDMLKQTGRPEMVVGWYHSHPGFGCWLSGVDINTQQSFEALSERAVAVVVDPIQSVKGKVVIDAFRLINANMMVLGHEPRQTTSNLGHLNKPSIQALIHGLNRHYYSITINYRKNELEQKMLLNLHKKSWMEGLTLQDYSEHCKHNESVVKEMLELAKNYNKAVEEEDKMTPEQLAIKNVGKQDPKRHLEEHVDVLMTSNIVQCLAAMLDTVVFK
MsrA act: bovine MsrA enzyme activators, primary screen, biochemical, absorbance, HTS | Methionine sulfoxide reductase A (Bos taurus) | purified bovine MsrA, absorbance read-out | activation, % at 10.6 µM | 360,000 compounds, 0.3% hits; in the data active = activation above about 7.5%;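 note: 0% = vehicle and 100% = reference activator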
* hit, by the source's call.

O=C(CN(Cc1ccccc1Cl)C(=O)CNS(=O)(=O)c1ccc(F)cc1)NCC1CCCO1 (configuration not stated) was read as MsrA inh -0.2, eLon inh 1, MT1-MMP act inh -1, Rin1 Abl inh -3, CSN inh 1, FAS-TE inh 0, PABP1 MLLE inh 2, Rpn11 inh inactive and MsrA act -7.
O=C(CC(=O)N/N=C/c1ccccc1)NCc1ccccc1 was read as MsrA inh -1.2, eLon inh -7, MT1-MMP act inh 0, Rin1 Abl inh 1, CSN inh 1, FAS-TE inh -1, PABP1 MLLE inh 0, Rpn11 inh inactive and MsrA act 1.
For CC1CCCC(C)N1/N=C/c1ccc(O)c(O)c1 (configuration not stated) the results were MsrA inh 1.8, eLon inh 3, MT1-MMP act inh -1, Rin1 Abl inh 5, CSN inh -7, FAS-TE inh -6, PABP1 MLLE inh -5, Rpn11 inh inactive and MsrA act -1.
`O=C1C2C3C=CC(C3)C2C(=O)N1CCCCN1C(=O)C2C3C=CC(C3)C2C1=O` (configuration not stated) gave MsrA inh 0.7, eLon inh 7, MT1-MMP act inh -2, Rin1 Abl inh 0, CSN inh 0, FAS-TE inh -5, PABP1 MLLE inh -1, Rpn11 inh inactive and MsrA act 0.
`CCOc1ccccc1NC(=O)COC(=O)c1ccc2ccccc2n1` gave MsrA inh 1.2, eLon inh -6, MT1-MMP act inh -7, Rin1 Abl inh 1, CSN inh 3, FAS-TE inh -6, PABP1 MLLE inh 6, Rpn11 inh inactive and MsrA act -11.
For CN1OC[C@@H]2CN[C@H](c3cccc(N4CCOCC4)c3)C[C@@H]21 the results were MsrA inh 1.5, eLon inh -4, MT1-MMP act inh 2, Rin1 Abl inh -1, CSN inh 2, FAS-TE inh -10, PABP1 MLLE inh -66, Rpn11 inh inactive and MsrA act -5.
For CC(C)NS(=O)(=O)c1ccc(N2C(=O)c3ccccc3C2=O)cc1 the results were MsrA inh -0.7, eLon inh -6, MT1-MMP act inh 3, Rin1 Abl inh 2, CSN inh 4, FAS-TE inh 0, PABP1 MLLE inh -5, Rpn11 inh inactive and MsrA act -1.
O=C(Nc1ccccn1)c1cccnc1 was read as MsrA inh 1.2, eLon inh -5, MT1-MMP act inh 5, Rin1 Abl inh -1, CSN inh 0, FAS-TE inh -4, PABP1 MLLE inh 0, Rpn11 inh inactive and MsrA act -5.
Screening COc1ccccc1/C=C1\SC(=O)N(CCC(=O)N2CCCCC2CCO)C1=O (configuration not stated) returned MsrA inh 3.4, eLon inh -7, MT1-MMP act inh -3, Rin1 Abl inh 0, CSN inh 1, FAS-TE inh 0, PABP1 MLLE inh -5, Rpn11 inh inactive and MsrA act -4.
For NC(=O)c1ccc(/C(N)=N/S(=O)(=O)c2cc(C(F)(F)F)cc(C(F)(F)F)c2)cc1 the results were MsrA inh -1.0, eLon inh -4, MT1-MMP act inh -2, Rin1 Abl inh 0, CSN inh 2, FAS-TE inh 2, PABP1 MLLE inh 20, Rpn11 inh inactive and MsrA act -2.
For O=C(O)c1cccc(S(=O)(=O)Nc2ccc(-c3ccccc3)cc2)c1 the results were MsrA inh 0.7, eLon inh -10, MT1-MMP act inh 1, Rin1 Abl inh 2, CSN inh 1, FAS-TE inh -3, PABP1 MLLE inh 4, Rpn11 inh inactive and MsrA act -1.
For CCOc1ccccc1NC(=S)N1C2CCC1CC(NC(=O)NC13CC4CC(CC(C4)C1)C3)C2 (configuration not stated) the results were MsrA inh -0.5, eLon inh 1, MT1-MMP act inh -6, Rin1 Abl inh 0, CSN inh 1, FAS-TE inh 8, PABP1 MLLE inh -49, Rpn11 inh inactive and MsrA act -2.
`CC(C)CN(CC(C)C)C(=O)c1cc2c(=O)n3ccccc3nc2s1` gave MsrA inh 1.1, eLon inh -7, MT1-MMP act inh -2, Rin1 Abl inh 0, CSN inh 1, FAS-TE inh 14, PABP1 MLLE inh -8, Rpn11 inh inactive and MsrA act 3.
For O=S(=O)(O)CCS the results were MsrA inh -1.3, eLon inh -7, MT1-MMP act inh 0, Rin1 Abl inh -3, CSN inh 2, FAS-TE inh 0, PABP1 MLLE inh 27, Rpn11 inh inactive and MsrA act -5.
OC(CSc1ccccc1)CN1CCN(c2ccc(Cl)cc2)CC1 (configuration not stated) was read as MsrA inh -0.8, eLon inh -6, MT1-MMP act inh 1, Rin1 Abl inh 4, CSN inh -2, FAS-TE inh 9, PABP1 MLLE inh 10, Rpn11 inh inactive and MsrA act -4.
Screening CCCC1(CCC)NC(=O)N(CC(=O)Nc2cccc(OC)c2)C1=O returned MsrA inh -0.2, eLon inh 5, MT1-MMP act inh 2, Rin1 Abl inh 0, CSN inh -4, FAS-TE inh 1, PABP1 MLLE inh 0, Rpn11 inh inactive and MsrA act -1.
Screening O=S(=O)(Nc1ccc(Cc2ccncc2)cc1)N1CCCC1 returned MsrA inh -0.2, eLon inh 2, MT1-MMP act inh -6, Rin1 Abl inh 0, CSN inh -2, FAS-TE inh -4, PABP1 MLLE inh 5, Rpn11 inh inactive and MsrA act -2.
Screening Cc1cccc(C)c1N/C=C/c1onc(C)c1[N+](=O)[O-] returned MsrA inh 2.1, eLon inh 6, Rin1 Abl inh 2, CSN inh 3, FAS-TE inh -11, PABP1 MLLE inh -6, Rpn11 inh inactive and MsrA act -12.
COc1cc(/C=C/C(=O)OCC(=O)N2CCC(C)CC2)ccc1O was read as MsrA inh 3.2, eLon inh -6, MT1-MMP act inh 3, Rin1 Abl inh -4, CSN inh 4, FAS-TE inh -4, PABP1 MLLE inh 17, Rpn11 inh inactive and MsrA act -2.
Screening O=C(C1Cc2ccccc2CN1C(=O)c1ccco1)N1CCN(c2ccccc2)CC1 (configuration not stated) returned MsrA inh 0.6, eLon inh 10, MT1-MMP act inh -1, Rin1 Abl inh -3, CSN inh 1, FAS-TE inh -4, PABP1 MLLE inh 11, Rpn11 inh inactive and MsrA act -7.
C[C@H](CO)N1C[C@H](C)[C@@H](CN(C)Cc2ccc(-c3ccccc3)cc2)Oc2c(NS(=O)(=O)c3cn(C)cn3)cccc2C1=O was read as MsrA inh -0.9, eLon inh -8, MT1-MMP act inh 3, Rin1 Abl inh 36*, CSN inh -4, FAS-TE inh -5, PABP1 MLLE inh -14, Rpn11 inh inactive and MsrA act -2.
c1ccc2c(c1)COc1c3ncccc3nn1-2 was read as MsrA inh 1.5, eLon inh -2, MT1-MMP act inh 8, Rin1 Abl inh -4, CSN inh -3, FAS-TE inh -8, PABP1 MLLE inh -18, Rpn11 inh inactive and MsrA act -5.
`O=C(O)C1CCCCC1C(=O)Nc1ccc(OCc2ccccc2)cc1` (configuration not stated) gave MsrA inh -1.8, eLon inh 4, MT1-MMP act inh 0, Rin1 Abl inh 4, CSN inh 0, FAS-TE inh -4, PABP1 MLLE inh 7, Rpn11 inh inactive and MsrA act -1.
c1ccc(COC(CN2CCCCCC2)CN2CCCCCC2)cc1 was read as MsrA inh -0.9, eLon inh -4, MT1-MMP act inh 6, Rin1 Abl inh -1, CSN inh 4, FAS-TE inh -4, PABP1 MLLE inh 7, Rpn11 inh inactive and MsrA act -1.
`COCCNC(=O)CCc1nnc2ccc(N3CCC(C)CC3)nn12` gave MsrA inh 0.6, eLon inh 2, MT1-MMP act inh 2, Rin1 Abl inh -1, CSN inh 2, FAS-TE inh -7, PABP1 MLLE inh -5, Rpn11 inh inactive and MsrA act -1.
Screening O=C(NC1CCCCC1)N(Cc1nc2ccccc2c(=O)[nH]1)C1CCCCC1 returned MsrA inh 0.1, eLon inh -4, MT1-MMP act inh 0, Rin1 Abl inh -2, CSN inh 2, FAS-TE inh 6, PABP1 MLLE inh 7, Rpn11 inh inactive and MsrA act -1.
O=C(CC(=O)NN=C1CCCCCC1)NCc1cccnc1 was read as MsrA inh 0.5, eLon inh -6, MT1-MMP act inh -1, Rin1 Abl inh -1, CSN inh 1, FAS-TE inh -6, PABP1 MLLE inh -8, Rpn11 inh inactive and MsrA act -3.
For C1=CC2CC1CC2CNCc1ccco1 (configuration not stated) the results were MsrA inh 1.5, eLon inh 10, MT1-MMP act inh -2, Rin1 Abl inh -1, CSN inh 1, FAS-TE inh -6, PABP1 MLLE inh 0, Rpn11 inh inactive and MsrA act -1.
For CN(CC(=O)Nc1ccccc1Cl)C(=O)CCNC(=O)Nc1ccccc1 the results were MsrA inh -0.6, eLon inh -20, MT1-MMP act inh 2, Rin1 Abl inh 0, CSN inh -2, FAS-TE inh -2, PABP1 MLLE inh 10, Rpn11 inh inactive and MsrA act -2.
For COc1cccc(/C=C/c2onc(C)c2S(=O)(=O)N2CCC(C(=O)NC3CCCCCC3)CC2)c1 the results were MsrA inh -0.5, eLon inh 2, MT1-MMP act inh -2, Rin1 Abl inh -3, CSN inh -2, FAS-TE inh 15, PABP1 MLLE inh -16, Rpn11 inh inactive and MsrA act -1.

Six entries already listed, arranged by SMILES length, rising.
For C1=CC2CC1CC2CNCc1ccco1 (configuration not stated) the results were MsrA inh 1.5, eLon inh 10, MT1-MMP act inh -2, Rin1 Abl inh -1, CSN inh 1, FAS-TE inh -6, PABP1 MLLE inh 0, Rpn11 inh inactive and MsrA act -1.
O=C(CC(=O)NN=C1CCCCCC1)NCc1cccnc1 was read as MsrA inh 0.5, eLon inh -6, MT1-MMP act inh -1, Rin1 Abl inh -1, CSN inh 1, FAS-TE inh -6, PABP1 MLLE inh -8, Rpn11 inh inactive and MsrA act -3.
c1ccc(COC(CN2CCCCCC2)CN2CCCCCC2)cc1 was read as MsrA inh -0.9, eLon inh -4, MT1-MMP act inh 6, Rin1 Abl inh -1, CSN inh 4, FAS-TE inh -4, PABP1 MLLE inh 7, Rpn11 inh inactive and MsrA act -1.
`COCCNC(=O)CCc1nnc2ccc(N3CCC(C)CC3)nn12` gave MsrA inh 0.6, eLon inh 2, MT1-MMP act inh 2, Rin1 Abl inh -1, CSN inh 2, FAS-TE inh -7, PABP1 MLLE inh -5, Rpn11 inh inactive and MsrA act -1.
`O=C(O)C1CCCCC1C(=O)Nc1ccc(OCc2ccccc2)cc1` (configuration not stated) gave MsrA inh -1.8, eLon inh 4, MT1-MMP act inh 0, Rin1 Abl inh 4, CSN inh 0, FAS-TE inh -4, PABP1 MLLE inh 7, Rpn11 inh inactive and MsrA act -1.
Screening O=C(NC1CCCCC1)N(Cc1nc2ccccc2c(=O)[nH]1)C1CCCCC1 returned MsrA inh 0.1, eLon inh -4, MT1-MMP act inh 0, Rin1 Abl inh -2, CSN inh 2, FAS-TE inh 6, PABP1 MLLE inh 7, Rpn11 inh inactive and MsrA act -1.
